KDM4C inh = KDM4C (human) demethylase inhibition; GST-KDM4C 2-372, H3K9me3 peptide, LANCE TR-FRET; Q9H3R0; 0.15% of 96,000 active; inhibition, % at 12.5 µM; AID 720574;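 active = mean replicate inhibition above about 25%, with at least 55% of replicates also reaching it, limit read from the data, passing the limit was not always enough; inconclusive = only one of those two conditions met; inactive = neither condition met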
Target sequence (Q9H3R0 2-372 limits assumed): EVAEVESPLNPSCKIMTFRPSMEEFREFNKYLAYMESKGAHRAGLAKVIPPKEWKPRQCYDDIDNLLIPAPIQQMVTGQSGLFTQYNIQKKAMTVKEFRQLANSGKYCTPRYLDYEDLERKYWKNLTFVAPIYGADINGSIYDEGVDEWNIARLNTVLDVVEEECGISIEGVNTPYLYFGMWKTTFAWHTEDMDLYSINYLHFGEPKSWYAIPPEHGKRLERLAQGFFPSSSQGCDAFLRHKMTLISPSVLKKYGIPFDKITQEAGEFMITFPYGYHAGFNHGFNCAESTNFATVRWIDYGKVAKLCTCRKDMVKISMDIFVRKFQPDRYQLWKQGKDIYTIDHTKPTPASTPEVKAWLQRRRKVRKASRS
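System: N-terminal GST-fused human GASC-1 (KDM4C) fragment, residues 2-372; amount: enzyme final amount 10 nM; incubation: reaction 30 min RT, detection step 1 h RT; medium: HEPES buffer, pH 7.5, plus ascorbate; technique: LANCE TR-FRET, Eu antibody, ULight-streptavidin, EDTA, ex 340 nm, em 618/671 nm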
C diff HTS = C. difficile growth inhibition; 0.25% of 86,000 active; growth activity, negative = inhibition, % at 16 µg/mL (by protocol); Clostridium difficile clinical isolate growth, OD600, 24 h; hits give low values; AID 1259249;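 active = mean growth activity at or below -80% and every replicate also at or below -80%; inconclusive = mean at or below -80% but some replicate above -80%; inactive = mean growth activity above -80%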;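 note: 0% = DMSO wells and -100% = levofloxacin 16 µg/mL wells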
Tcruzi prolif = blocks T. cruzi growth in NIH3T3 culture. T. cruzi beta-gal in NIH3T3, GalScreen luminescence, 90 h. inhibition, % at 8.34 µM. 5.9% of 77,000 active;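 active = mean inhibition above about 93%, with at least 55% of replicates each passing it, limit read from the data, passing the limit was not always enough; inconclusive = only one of those two conditions holds; inactive = neither condition holds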
Pf Dd2 inh = blocks growth of Plasmodium falciparum Dd2 parasites. P. falciparum Dd2 growth, SYBR Green, 72 h; hits give low values. activity change, % at 10 µM. 2.3% of 94,000 active. AID 1159554; in the data active = activity change below about -80%; inconclusive = no clear call, values can overlap the other calls
Starred values were filed as active, the others as inactive; ? = inconclusive; . = no result given; & = joins results of further samples. Compounds were not picked by outcome, and some 6.8% of all compounds hit somewhere here.

SMILES	KDM4C inh	C diff HTS	Tcruzi prolif	Pf Dd2 inh
C[C@H](CO)N1C[C@H](C)[C@@H](CN(C)C(=O)CN(C)C)Oc2ncc(-c3ccc(C#N)cc3)cc2C1=O	-1.0	-2	21	23
C[C@@H]1CN([C@@H](C)CO)C(=O)c2cc(-c3cncnc3)cnc2O[C@@H]1CN(C)Cc1ccncc1	-2.9	3	1	26
COc1ccc2c3c([nH]c2c1)[C@@H](CO)N(Cc1ccccc1F)CC31CCN(S(C)(=O)=O)CC1	-0.3	4	.	-78
CO[C@H]1CN(C)C(=O)c2cc(NC(=O)Nc3ccccc3)ccc2OC[C@@H](C)NC[C@@H]1C	-0.4	-1	-37	.
CCCC#Cc1ccc2c(c1)O[C@@H](CN(C)C(=O)c1ccccn1)[C@@H](C)CN([C@H](C)CO)S2(=O)=O	-1.5	-1	48	-43
C[C@H]1CN([C@@H](C)CO)S(=O)(=O)c2ccc(C3=CCCCC3)cc2O[C@H]1CN(C)C(=O)c1ccncc1	-0.8	2	74	-49
C[C@@H]1CCCCO[C@H](CN(C)C(=O)Nc2ccc3c(c2)OCO3)[C@H](C)CN([C@@H](C)CO)C(=O)c2cc(NC(=O)c3ccccc3)ccc2O1	1.3	2	74	-45
O=C(C[C@H]1CC[C@H]2[C@@H](COC[C@@H](O)CN2C(=O)Nc2cc(Cl)cc(Cl)c2)O1)N1CCOCC1	0.7	-15&-20	0	.
O=C(C[C@H]1C=C[C@H](NC(=O)Nc2ccc3c(c2)OCO3)[C@@H](CO)O1)NCc1ccc2c(c1)OCO2	1.7	-2	7	-10
CCCN1C[C@@H](C)[C@H](OC)CN(C)C(=O)c2ccc(NS(=O)(=O)c3cn(C)cn3)cc2OC[C@@H]1C	3.9	.	33	-17
Cn1cnc(S(=O)(=O)NC[C@H]2CC[C@H]3[C@H](CN3Cc3nccs3)O2)c1	.	5	.	11
C/C=C/c1ccc([C@@H]2[C@H](CO)N(C(=O)C3CC3)C23CN(S(=O)(=O)CC)C3)cc1	4.6	1	.	-18
C[C@H]1CN([C@@H](C)CO)C(=O)c2cc(C3=CCCCC3)cnc2O[C@H]1CN(C)Cc1ccc(C(=O)O)cc1	2.0	-7	.	11
CC(C)NC(=O)Nc1ccc2c(c1)C(=O)N([C@H](C)CO)C[C@@H](C)[C@H](CN(C)Cc1ccc(C(=O)O)cc1)O2	-0.3	-4	37	20
C[C@H](CO)N1C[C@H](C)[C@H](CN(C)S(=O)(=O)c2ccc(F)cc2)Oc2c(NS(=O)(=O)c3cn(C)cn3)cccc2C1=O	0.4	2	-147	-1
CN1CCCCN2[C@H](CO)[C@@H](c3ccc(-c4ccccc4)cc3)[C@@H]2C1	-1.0	-3	6	23
CO[C@H]1CN(C)C(=O)c2cc(NC(=O)CC(F)(F)F)ccc2OC[C@H](C)N(C(=O)C2CCCCC2)C[C@@H]1C	2.5	-1	.	1
C[C@@H]1CCCCO[C@H](CN(C)C)[C@@H](C)CN([C@@H](C)CO)C(=O)c2cc(NC(=O)Nc3ccc(F)cc3)ccc2O1	0.4	4	44	-28
COc1ccc(S(=O)(=O)N2C[C@@H](O)COC[C@@H]3O[C@@H](CC(=O)N[C@H]4CCN(Cc5ccccc5)C4)CC[C@H]32)cc1	-0.8	-3&-5	-15	.
C[C@@H]1CCCCO[C@H](CN(C)Cc2ccc(Cl)c(Cl)c2)[C@H](C)CN([C@@H](C)CO)C(=O)c2cc(NS(=O)(=O)c3ccccc3)ccc2O1	-1.2	-10	89	-68

Entries from the list above containing an aryl methoxy group (two):
SMILES	KDM4C inh	C diff HTS	Tcruzi prolif	Pf Dd2 inh
COc1ccc2c3c([nH]c2c1)[C@@H](CO)N(Cc1ccccc1F)CC31CCN(S(C)(=O)=O)CC1	-0.3	4	.	-78
COc1ccc(S(=O)(=O)N2C[C@@H](O)COC[C@@H]3O[C@@H](CC(=O)N[C@H]4CCN(Cc5ccccc5)C4)CC[C@H]32)cc1	-0.8	-3&-5	-15	.

Limited to C diff HTS, for some of the entries so far:
Compound	C diff HTS
Cn1cnc(S(=O)(=O)NC[C@H]2CC[C@H]3[C@H](CN3Cc3nccs3)O2)c1	5
C[C@@H]1CCCCO[C@H](CN(C)C)[C@@H](C)CN([C@@H](C)CO)C(=O)c2cc(NC(=O)Nc3ccc(F)cc3)ccc2O1	4
CC(C)NC(=O)Nc1ccc2c(c1)C(=O)N([C@H](C)CO)C[C@@H](C)[C@H](CN(C)Cc1ccc(C(=O)O)cc1)O2	-4
CN1CCCCN2[C@H](CO)[C@@H](c3ccc(-c4ccccc4)cc3)[C@@H]2C1	-3
CO[C@H]1CN(C)C(=O)c2cc(NC(=O)CC(F)(F)F)ccc2OC[C@H](C)N(C(=O)C2CCCCC2)C[C@@H]1C	-1

Going on with the list.
SMILES	KDM4C inh	C diff HTS	Tcruzi prolif	Pf Dd2 inh
C[C@@H]1CN([C@@H](C)CO)C(=O)c2cccc(NC(=O)Nc3ccc(F)cc3)c2O[C@H]1CN(C)Cc1ccc(Oc2ccccc2)cc1	-2.6	.	?	-2
C[C@H](CO)N1C[C@H](C)[C@H](CN(C)C(=O)CN(C)C)Oc2ncc(-c3ccc(C#N)cc3)cc2C1=O	1.9	-6	17	31
CCCC#Cc1ccc2c(c1)O[C@@H](CN(C)C(=O)CC)[C@@H](C)CN([C@@H](C)CO)S2(=O)=O	0.1	-2	48	-25
O=C(C[C@H]1C[C@@H]2c3cc(NC(=O)Nc4ccc(C(F)(F)F)cc4)ccc3O[C@@H]2[C@@H](CO)O1)NCc1cccnc1	2.2	3	-25	-68
C[C@@H]1CN([C@H](C)CO)C(=O)Cc2cc(NC(=O)Nc3ccc4c(c3)OCO4)ccc2O[C@H]1CN(C)CC1CC1	1.2	0	8	23
CCC(=O)Nc1ccc2c(c1)C(=O)N(C)C[C@@H](OC)[C@H](C)CN(CCc1ccccc1)[C@H](C)CO2	0.1	.	27	-41
C[C@H]1CN([C@@H](C)CO)S(=O)(=O)c2ccc(-c3ccncc3)cc2O[C@@H]1CN(C)C(=O)CN(C)C	-1.5	2	.	18
COc1ccc(NC(=O)N(C)C[C@@H]2Oc3ccc(NS(=O)(=O)c4ccccc4)cc3C(=O)N([C@@H](C)CO)C[C@@H]2C)cc1	0.2	9	-5	14
C[C@@H]1CN([C@@H](C)CO)C(=O)Cc2cc(NS(=O)(=O)c3ccc(F)cc3)ccc2O[C@@H]1CN(C)C(=O)Nc1ccccc1	-1.1	0	24	33
COCC(=O)N1C[C@@H](C)[C@H](OC)CN(C)C(=O)c2cc(NC(=O)C3CCC3)ccc2OC[C@@H]1C	0.0	-1	-18	-63
Cc1noc(C)c1NC(=O)Nc1ccc2c(c1)CC(=O)N([C@H](C)CO)C[C@H](C)[C@@H](CN(C)S(=O)(=O)c1cccs1)O2	1.2	4	-4	13
CN1C(=O)c2cc(NC(=O)C3CCOCC3)ccc2OC[C@H]2O[C@@H](CC(=O)NCC3CCCCC3)CC[C@H]21	-3.1	-1	-7	.
C[C@@H]1CCCCO[C@H](CN(C)Cc2ccc3c(c2)OCO3)[C@@H](C)CN([C@H](C)CO)C(=O)c2cc(NS(=O)(=O)c3cccs3)ccc2O1	-0.4	9	45	1
Cc1noc(C)c1NC(=O)Nc1ccc2c(c1)C(=O)N([C@@H](C)CO)C[C@@H](C)[C@H](CN(C)C(=O)NC1CCCCC1)OCCCC[C@@H](C)O2	-2.5	0	.	9
CCC(=O)N(C)C[C@@H]1Oc2cc(C#C[C@H](C)O)ccc2S(=O)(=O)N([C@H](C)CO)C[C@H]1C	0.2	-4	-2	7
CC(C)[C@H](C)NC(=O)N(C)C[C@@H]1OCc2ccccc2-c2ccccc2C(=O)N([C@H](C)CO)C[C@@H]1C	1.4	-9	7	37
O=C(c1cccnc1)N1CC2(C1)[C@@H](c1ccccc1)[C@@H](CO)N2Cc1cccnc1	1.4	6	.	13
COCC(=O)NC[C@@H]1[C@H](c2ccccc2)[C@H](CO)N1C(=O)c1ccccc1	4.2	-5	-3	-9
CO[C@H]1CN(C)C(=O)c2cc(NC(=O)c3ccc(F)cc3)ccc2OC[C@@H](C)N(C(C)=O)C[C@H]1C	-0.4	5	32	12
O=C(C[C@@H]1C=C[C@@H](NS(=O)(=O)c2ccc(F)cc2)[C@@H](CO)O1)N1CCN(c2ccccc2)CC1	2.7	.	18	11
CCS(=O)(=O)Nc1ccc2c(c1)C(=O)N(C)C[C@@H](OC)[C@@H](C)CN(CC1CCCC1)[C@@H](C)CO2	-0.2	1	-26	-1
COc1ccc(S(=O)(=O)N[C@H]2CC[C@H](CC(=O)N3CCN(c4ccccc4)CC3)O[C@@H]2CO)cc1	0.1	-4	45	-29
Cc1noc(C)c1NC(=O)Nc1ccc2c(c1)C(=O)N([C@@H](C)CO)C[C@@H](C)[C@@H](CN(C)Cc1ccncc1)O2	-1.0	-1	.	4
COCC#Cc1cnc2c(c1)C(=O)N([C@@H](C)CO)C[C@H](C)[C@@H](CN(C)C)O2	-1.4	-4	-13	38
CN1c2ccc(-c3cccc(C#N)c3)cc2[C@H]2[C@H](CCN2C(=O)C2CC2)[C@@H]1CO	1.7	-1	.	-38
Cc1ccc(S(=O)(=O)N[C@@H]2CC[C@@H](CC(=O)NCCCN(C)C)O[C@H]2CO)cc1	3.4	3	1	18
CO[C@@H]1CN(C)C(=O)c2cc(NC(=O)Nc3ccccc3)ccc2OC[C@@H](C)N(C(=O)CN(C)C)C[C@H]1C	1.1	-1	24	18
C[C@@H]1CN([C@@H](C)CO)S(=O)(=O)c2ccc(C#CC3(O)CCCC3)cc2O[C@@H]1CN(C)C	0.8	3	-19	31
COc1ccc(CN(C)C[C@H]2Oc3ccc(NC(=O)Nc4cccc5ccccc45)cc3CC(=O)N([C@H](C)CO)C[C@H]2C)cc1	-6.2	-4	93	35
C[C@@H]1CN([C@@H](C)CO)C(=O)c2cc(-c3ccccc3F)cnc2O[C@H]1CN(C)C(=O)C1CCCCC1	0.0	-2	10	-18
CC(C)C#Cc1ccc2c(c1)O[C@@H](CN(C)S(C)(=O)=O)[C@H](C)CN([C@@H](C)CO)S2(=O)=O	-3.4	2	60	-26
Cc1ccccc1S(=O)(=O)N[C@@H]1CC[C@@H](CCNS(=O)(=O)c2cccc(F)c2)O[C@H]1CO	-1.0	-5	22	-10
COCC(=O)N(C)C[C@H]1Oc2cc(-c3ccc(F)cc3)ccc2S(=O)(=O)N([C@H](C)CO)C[C@@H]1C	-1.6	-1	9	33
CCN1[C@@H]2Cn3c(ccc(-c4ccncc4)c3=O)[C@H]1[C@@H](C(=O)Nc1ccccc1)[C@@H]2CO	0.7	5	-65	.
Cc1noc(C)c1S(=O)(=O)Nc1ccc2c(c1)C(=O)N([C@@H](C)CO)C[C@H](C)[C@H](CN(C)C(=O)Nc1ccccc1)O2	-1.3	0	48	-4
CO[C@H]1CN(C)C(=O)c2ccc(NC(=O)c3ccccc3F)cc2OC[C@@H](C)N(C(=O)c2ccccc2F)C[C@@H]1C	-0.2	.	-25	10
C[C@H](CO)N1C[C@H](C)[C@@H](CN(C)C(=O)c2cnccn2)Oc2cc(C3=CCCC3)ccc2S1(=O)=O	1.9	3	.	-20
Cc1ccc(S(=O)(=O)N(C)C[C@@H]2OCCCC[C@H](C)Oc3ccc(NS(=O)(=O)c4ccc(F)cc4)cc3C(=O)N([C@H](C)CO)C[C@H]2C)cc1	-1.2	5	107*	-76
CC(=O)Nc1ccc2c(c1)C(=O)N(C)[C@@H]1CC[C@H](CC(=O)NCc3ccc(Cl)cc3)O[C@H]1CO2	1.7	2	15	5
COc1ccc(C#Cc2ccc([C@@H]3[C@H]4CN(C(=O)Nc5ccccc5)CCCCN4[C@H]3CO)cc2)cc1	-1.0	-1	106*	-70
C[C@@H]1CN([C@@H](C)CO)C(=O)c2cc(NC(=O)Cn3cnnn3)ccc2O[C@@H]1CN(C)Cc1ccc2c(c1)OCO2	0.0	-1	-4	3
CO[C@H]1CN(C)C(=O)c2ccc(NC(=O)c3cc(C)on3)cc2OC[C@H](C)N(C(C)=O)C[C@H]1C	0.8	.	-14	-3
O=C(c1cccc(F)c1)N1C[C@@H]2[C@H](c3ccccc31)[C@H](CO)N2C(=O)c1ccccn1	0.6	-3	15	-6
CN(C)C(=O)C[C@@H]1CC[C@H]2[C@@H](COC[C@@H](O)CN2Cc2ccc(C(F)(F)F)cc2)O1	0.7	0&-3	13	29
O=C(C[C@H]1CC[C@H](NC(=O)Nc2ccc(C(F)(F)F)cc2)[C@@H](CO)O1)NCc1cc(F)cc(F)c1	-1.8	.	103*	-39
C[C@H]1CN([C@@H](C)CO)S(=O)(=O)c2ccc(C#Cc3ccccc3)cc2O[C@@H]1CN(C)S(C)(=O)=O	-2.8	-10	84	-67
O=C(Cc1ccccn1)N[C@@H]1CC[C@@H](CCn2cc(-c3ccccc3)nn2)O[C@@H]1CO	2.0	.	-2	-12
O=C(C[C@@H]1CC[C@H]2[C@@H](COC[C@@H](O)CN2C(=O)C2CC2)O1)NCc1ccccc1Cl	2.7	20&-4	28	-1

Source: PubChem
